Ba/F3 V617F tox = loss of viability in JAK2V617F-driven Ba/F3 cells | Ba/F3 EpoR-JAK2V617F viability, ATP luminescence | inhibition, % at 5.6 µM | hit rate 1.1% among 220,000;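 active means inhibition above the campaign mean plus 3 SD over all tested compounds, cut at about 24% in these data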;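 further: cytokine-independent growth of Ba/F3 cells driven by EpoR plus mutant JAK2; 0% = DMSO-treated cells and 100% = JAK inhibitor I control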
TRPML3 agonist = human mucolipin-3 channel agonism. HEK293 TRPML3-YFP, Fluo-8 calcium fluorescence; 100% = the carbachol control signal. activation, % at 3 µM. hit rate 0.29% among 220,000;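 active means activation above its plate's cutoff, the mean activation of the plate's test wells plus 3 SD, cut at about 12% in these data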;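 further: 0% = DMSO only wells and 100% = carbachol wells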
Target sequence (Q8TDD5 whole entry, looked up): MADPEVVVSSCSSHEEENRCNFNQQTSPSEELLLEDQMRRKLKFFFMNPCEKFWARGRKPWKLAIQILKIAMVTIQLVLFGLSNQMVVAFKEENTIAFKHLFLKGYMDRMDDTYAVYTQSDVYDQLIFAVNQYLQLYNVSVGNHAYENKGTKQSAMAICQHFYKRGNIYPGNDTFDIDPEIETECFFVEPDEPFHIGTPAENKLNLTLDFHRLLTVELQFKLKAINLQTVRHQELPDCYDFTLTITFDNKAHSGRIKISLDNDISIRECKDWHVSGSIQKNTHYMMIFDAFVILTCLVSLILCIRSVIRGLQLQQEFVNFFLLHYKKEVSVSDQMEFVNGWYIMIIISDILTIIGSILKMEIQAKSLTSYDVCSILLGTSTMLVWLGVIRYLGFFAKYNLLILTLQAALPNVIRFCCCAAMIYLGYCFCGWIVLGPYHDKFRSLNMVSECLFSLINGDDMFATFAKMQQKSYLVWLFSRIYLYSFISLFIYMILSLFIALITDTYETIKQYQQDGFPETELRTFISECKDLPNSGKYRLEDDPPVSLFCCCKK
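Test system – HEK293 line with stable expression of human TRPML3-YFP channel · Control set – carbachol 87 µM final as high control (100%), DMSO as low control (0%) · Signal – Fluo-8 calcium dye fluorescence, ex 470-495, em 515-575 nm · Incubation – 1-h 37 °C dye load, 5-s basal, 120-s post-compound reads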
Wee1 degr inh = blocks degradation of human Wee1 kinase; hit rate 1.2% among 220,000; P30291; HeLa Luc-Wee1K328M stability, luciferase luminescence; 100% = proteasome inhibitor MG132 effect; reporter increase, % at 5 µM;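 active means activation above the mean of all tested compounds plus 3 SD, set per screening run, cut at about 8.8% in these data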;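 further: cells exposed to compound for 20 h before luminescence read; 0% = DMSO alone and 100% = MG132 at 30 µM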
CHOP inhibitor = blocks CHOP induction under ER stress; CHO-K1 CHOP-promoter luciferase, tunicamycin-induced, 15-18 h; inhibition, % at 10 µM; hit rate 3.8% among 220,000; AID 2732;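 active means compounds that reduced the stress-induced luciferase reporter signal by more than about 70% of percent inhibition, limit read from the data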;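 further: 0% = tunicamycin plus vehicle and 100% = wells without tunicamycin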
RBBP9 inh = inhibitors of human serine hydrolase RBBP9. O75884. recombinant RBBP9, FP-Rh probe fluorescence polarization. inhibition, % at 7.94 µM. hit rate 0.2% among 220,000;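 active means inhibition above the campaign mean of all tested compounds plus 3 SD, cut at about 14% in these data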;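 further: plate controls were DMSO wells with RBBP9 for no effect and wells lacking RBBP9 protein for full effect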
Target sequence (O75884 whole entry, looked up): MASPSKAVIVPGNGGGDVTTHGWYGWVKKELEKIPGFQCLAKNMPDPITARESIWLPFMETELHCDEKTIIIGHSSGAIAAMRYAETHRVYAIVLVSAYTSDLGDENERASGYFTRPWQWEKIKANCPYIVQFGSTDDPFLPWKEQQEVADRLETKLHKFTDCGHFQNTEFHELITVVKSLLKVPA
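system = RBBP9 protein | input = RBBP9 at 2.5 µM in dispensed solution, before mixing | measured by = fluorescence polarization (mP), excitation 525 nm, emission 598 nm | incubation = enzyme-compound preincubation 30 min, then probe labeling 45 min, 25 °C | buffer or medium = Tris-NaCl-Pluronic buffer, pH 8.0 | compound = single dose 7.94 µM | also added = FP-Rh probe, 375 nM dispensing solution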
TRPN1 ag = agonists of zebrafish TRPN1 channel; hit rate 0.18% among 220,000; AID 1424; HEK293 zebrafish TRPN1-YFP, Fluo-8 calcium fluorescence; 100% = response to 87 µM carbachol; activation, % at 3 µM;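 active means activation above its plate's cutoff, the mean activation of test wells on that plate plus 3 SD, cut at about 19% in these data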;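 further: 0% = DMSO alone and 100% = 87 µM carbachol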
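Material – zebrafish TRPN1-YFP in HEK293 cells · Doses – 3 µM single point · Schedule – dye 1 h 37 °C plus 30 min RT · Signal – Fluo-8 calcium fluorescence, excitation 470-495 nm, emission 515-575 nm · Read-out – % activation versus carbachol response · Control set – carbachol high, DMSO low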
TNF death inh = inhibitors of TNF-alpha induced necroptosis in Jurkat FADD-/- cells; Jurkat FADD-/- TNF necroptosis rescue, ATP luminescence, 24 h; 0 = TNF only, 100 = no-TNF cells; activation (protection from cell death), % at 10 µM; hit rate 0.068% among 220,000;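 active means activation, meaning protection from cell death, of at least 50% relative to plate controls; inactive means activation below 50%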;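 further: necroptosis triggered by 40 ng/mL TNF-alpha added together with compound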
PPC-1+TRAIL kill = PPC-1 cancer cell killing with TRAIL present. cell killing (% activity), % at 4 µM. hit rate 0.41% among 220,000. AID 1443. PPC-1 cells + TRAIL, ATPLite viability luminescence;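 active means cell killing above 50% in the first pass at 4 µM, then a duplicate retest at 5 µM averaging 50% or more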;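 further: plate controls were cells with TRAIL plus DMSO for no effect and medium-only wells lacking cells for full effect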
BaF3 tox = counter-screen for JAK2V617F inhibitors: parental Ba/F3 viability inhibitors | inhibition, % at 5.6 µM | hit rate 1.1% among 220,000 | CellTiter-Glo ATP luminescence;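 active means inhibition above a per-campaign cutoff, the mean inhibition of all tested compounds plus 3 SD, cut at about 27% in these data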;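 further: 0% = DMSO wells and 100% = JAK Inhibitor I control wells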
Active calls of the source: *; nt = not tested or not shown; & = joins results of further samples; [ ] = dose if it differs, or a comment.

SMILES | Ba/F3 V617F tox | TRPML3 agonist | Wee1 degr inh | CHOP inhibitor | RBBP9 inh | TRPN1 ag | TNF death inh | PPC-1+TRAIL kill | BaF3 tox
CCOC(=O)c1sc(NC(=O)c2cccs2)cc1C | 2 | 0.5 | 1 | 2 | -3 | -0.9 | -4.2 | 60*[5 µM] | 5
COc1ccc(C2NC(C(=O)O)Cc3c2[nH]c2ccccc32)cc1OC (configuration not stated) | -2 | 0.6 | 0 | 3 | -4 | -0.6 | -0.4 | 28 | 4
COc1ccccc1OCC(=O)Nc1sc2c(c1C(=O)NCC1CCCO1)CCC2 (configuration not stated) | 7 | -0.7 | -1 | 26 | -24 | 1.9 | -2.0 | 14 | 9
CCc1cc2c(=O)n(-c3ccc(C)cc3)cnc2s1 | -5 | 0.3 | 5 | 11 | -2 | -0.1 | 2.0 | 36 | 1
COC(=O)c1cnc(N2CCCN(S(=O)(=O)c3ccc(C(F)(F)F)cc3)CC2)nc1C(F)(F)F | 1 | 0.4 | -3 | 16 | 5 | 0.1 | -0.1 | 13 | -1
COc1ccccc1CC(=O)Nc1ccccc1C(=O)O | -1 | -0.1 | -1 | 0 | 7 | 0.1 | 2.1 | -9 | 4
COc1cc2c(cc1NC(=O)CSc1nnc(Cc3cccs3)n1Cc1ccco1)oc1ccccc12 | 1 | 0.1 | 7 | 26 | -6 | -1.2 | -1.3 | 26 | 6
CCCN1CCC(=NNc2ccc(C(=O)O)cc2)CC1 | 0 | 1.2 | -1 | 33 | -5 | 0.7 | -1.1 | 19 | -1
CCOc1ccccc1NC(=S)/C(=C(\[O-])c1ccc2c(c1)OCCO2)[n+]1ccc(CC)cc1 | 0 | 0.2 | 4 | -2 | -8 | 0.3 | 0.3 | 5 | 4
CCCCNCCCCOc1ccccc1 | -2 | 0.9 | -1 | 27 | 2 | -0.5 | 0.8 | 4 | 2
Cc1cccc(N2CCN(C(=O)COc3cccc4c3OC(C)(C)C4)CC2)c1C | 1 | -0.4 | 3 | 79* | -1 | -1.1 | 1.0 | 26 | 4
CCOC(=O)/C(=C/c1c2ccccc2cc2ccccc12)NC(=O)c1ccccc1 | -3 | -0.6 | 3 | 34 | -8 | -1.9 | -4.8 | 21 | 2
Cc1cccc(C(=O)NC(=S)N2CCN(C(=S)NC(=O)c3cccc(C)c3)CC2)c1 | 5 | 0.9 | 0 | 43 | -4 | -1.0 | 2.5 | 10 | 7
Fc1ccc(C2=Nn3c(nnc3-c3ccco3)SC2)cc1 | 0 | -0.1 | -1 | 4 | 2 | -1.0 | -0.7 | -8 | -1
CCCNc1nc2ccccc2c(=O)[nH]1 | 1 | 0.9 | -1 | 12 | -7 | 2.9 | 0.4 | 28 | 5
COc1ccc(CCNS(=O)(=O)c2ccc(C(=O)NCc3ccco3)cc2)cc1OC | 0 | 0.5 | -1 | 26 | -5 | -1.7 | 0.0 | 3 | 4
Cc1cccc(/C=C2\CCC(C3CCCC3)C2=O)c1 (configuration not stated) | 1 | 0.2 | 2 | 43 | -2 | 3.2 | 2.5 | 8 | 7
Cc1ccc(-n2c(-c3c(-c4ccccc4)noc3C)n[nH]c2=S)cc1 | -2 | 0.4 | -1 | -3 | -4 | 0.1 | -0.2 | 9 | 10
C/C(=N\NC(=O)CNc1cccc2ccccc12)c1ccc(Br)s1 | 3 | -0.1 | 2 | 47 | -8 | 1.1 | -0.2 | -8 | 7
Nc1[nH]nc2nc(N3CCOCC3)nc(-c3ccccc3)c12 | 0 | 0.2 | 5 | 35 | 2 | 0.6 | 0.3 | 7 | 1
Cc1cc(-c2ccc(Cl)cc2)n2nc(N)nc2n1 | 1 | -0.2 | 4 | 1 | 1 | 0.2 | -4.4 | 32 | 2
CN(CCCOc1ccccc1Br)Cc1ccccc1 | 0 | 0.0 | -1 | -6 | 2 | -2.6 | 2.1 | 7 | 6
CC(OC(=O)c1cc2sccc2n1C)C(=O)NCc1cccs1 (configuration not stated) | -1 | -0.6 | -1 | 31 | -4 | -0.8 | -2.9 | -10 | 2
CCOc1ccc(OCC)c(C2C(C#N)=C(N)N(c3cccnc3)C3=C2C(=O)CC(C)(C)C3)c1 (configuration not stated) | 0 | -0.1 | 1 | 2 | -3 | -0.1 | -1.8 | 14 | 5
COCCNC(=O)CCSCc1ccccc1F | -2 | 1.9 | 4 | 26 | -7 | -1.1 | 0.3 | -20 | 4
CCOc1ccc(C(=O)NCC(=O)OC2CCOC2=O)cc1OCC (configuration not stated) | -3 | 0.1 | 0 | -13 | -2 | 0.4 | 1.3 | 6 | 0
O=C(CN1CCCCC1)NC(=O)NCc1ccccc1 | -2 | 0.6 | -2 | 7 | -1 | -0.3 | 1.1 | 22 | 4
CCOc1cc(/C=N\Nc2ccc([N+](=O)[O-])cc2)ccc1OCC(=O)Nc1ccc(C)c(C)c1 | 1 | 1.1 | 3 | 27 | -1 | 1.1 | -2.6 | 5 | 0
Cc1cccc(C(=O)N2CCC(n3nnc4cc(F)ccc43)CC2)c1 | -1 | 0.3 | -1 | 7 | -5 | 0.3 | 0.2 | -22 | 0
CC(C)(C)C(=O)NNC(=O)c1ccc(Oc2cc(Cl)cc(Cl)c2)o1 | 2 | 0.5 | -1 | 1 | 3 | 0.7 | 1.3 | -8 | -3
COc1ccc(NC(=O)Nc2c(C)n(-c3ccccc3)c(=O)n2C)cc1OC | 1 | 0.8 | 2 | -28 | -4 | 1.5 | -0.5 | 12 | 4
CCCC1=C(C(=O)OCC)C(c2ccc(OC)c(C)c2OC)C(C#N)=C(N)O1 (configuration not stated) | 3 | 0.2 | 3 | 72* | -5 | -0.5 | -0.4 | 34 | 4
Cn1nc(C(=O)Nc2cccc(C(F)(F)F)c2)c2ccccc2c1=O | -1 | -1.3 | 3 | 47 | -4 | -1.8 | -1.4 | 13 | 4
COc1ccc(/C=C/C(=O)NC(=S)Nc2ccc(N3CCN(C(C)=O)CC3)cc2)cc1 | -4 | 1.0 | 0 | 37 | 4 | 1.1 | 2.0 | 10 | -11
CC1CCCC(NC(=O)COC(=O)c2c[nH]c(=O)[nH]c2=O)C1C (configuration not stated) | -3 | 1.1 | 1 | -4 | 7 | 0.3 | 0.2 | 5 | 0
CN(C)CC(C)(C)CNS(=O)(=O)c1ccc(Cl)c(Cl)c1 | 0&2 | 1.1&1.3 | -1&0 | 10&4 | -7&-8 | 1.1&-0.7 | 1.6&1.6 | 29&21 | 4&0
CC1(C)Cc2ccccc2C(c2cc3ccccc3oc2=O)=N1 | 0 | 0.3 | 0 | -1 | -12 | -0.3 | -3.4 | 5 | 4
CCOC(=O)c1sc2nc3c(SCCC(=O)O)cc(C(=O)c4cc(OC)ccc4O)cn3c(=O)c2c1C | 5 | -0.2 | -2 | 102* | -18 | 0.3 | -9.3 | 20 | 8
COc1cccc(NC(=O)NC2CCCc3ccccc32)c1 (configuration not stated) | 0 | 0.3 | -1 | -6 | 4 | -0.6 | 0.7 | 22 | 5
CC1(C(=O)Nc2nnc(C(C)(C)C)s2)Cc2ccccc2C(=O)O1 (configuration not stated) | -1 | -0.1 | -2 | 10 | 0 | 1.2 | -0.8 | 15 | 5
Cc1ccc2nc(Nc3ccccc3)c(/C=N/O)c(=O)n2c1 | 1 | -0.3 | -1 | 14 | -8 | 0.8 | -6.1 | 29 | 4
O=C(Cn1nnc2c(cnn2-c2ccc(F)cc2)c1=O)OC1CCCCC1 | 16 | 0.9 | -2 | 29 | -6 | 1.8 | -0.2 | 9 | 1
CCOc1ncccc1C(=O)NCc1cccc(OC)c1 | -5 | 0.1 | 2 | 12 | -7 | -0.7 | 1.7 | 0 | 2
Nc1nc2ccc(Cl)cc2c2nc(-c3ccco3)nn12 | 1 | 0.4 | -1 | 31&2 | -7 | -0.7 | nt | 20 | -3
Cc1ccn(CCC(=O)N2CCCC(CCC(=O)NCc3ccc(F)c(F)c3)C2)n1 (configuration not stated) | 0 | 0.1 | -3 | 13 | 3 | -0.7 | 1.4 | -19 | 7

A second format for 2 compounds above:
Value order: Ba/F3 V617F tox | TRPML3 agonist | Wee1 degr inh | CHOP inhibitor | RBBP9 inh | TRPN1 ag | TNF death inh | PPC-1+TRAIL kill | BaF3 tox
Nc1nc2ccc(Cl)cc2c2nc(-c3ccco3)nn12
 : 1 | 0.4 | -1 | 31&2 | -7 | -0.7 | nt | 20 | -3
Cn1nc(C(=O)Nc2cccc(C(F)(F)F)c2)c2ccccc2c1=O
 : -1 | -1.3 | 3 | 47 | -4 | -1.8 | -1.4 | 13 | 4

(more compounds)
SMILES | Ba/F3 V617F tox | TRPML3 agonist | Wee1 degr inh | CHOP inhibitor | RBBP9 inh | TRPN1 ag | TNF death inh | PPC-1+TRAIL kill | BaF3 tox
Cc1ccc(NC(=O)c2cc(N(C)C)ccc2[P+](=O)O)cc1 | 2 | 0.0 | 2 | 91* | 0 | -0.1 | 0.8 | 6 | 4
NC(=O)Nn1c(CCC(=O)O)ccc1-c1ccc(Br)cc1 | -3 | 0.6 | 2 | 41 | -4 | -0.8 | 0.5 | -7 | 1
Cc1cccc(-n2nnnc2-c2cnccc2C(F)(F)F)c1C | 0 | 1.5 | 0 | 2 | -4 | 1.5 | -2.0 | 3 | -1
CCCS(=O)(=O)N1CCC(C(=O)NCc2ccc3c(c2)OCO3)CC1 | 1 | 0.9 | -2 | 11 | -3 | 1.4 | 1.1 | -9 | 6
O=c1[nH]c(=O)n(-c2ccccc2)c2c1C(C(F)(F)F)(C(F)(F)F)N=C(CCC1CCCCC1)N2 | -2 | 0.7 | -3 | 33 | -1 | -0.2 | 1.0 | 22 | 6
N#C/C(=C\c1cn(-c2ccccc2)nc1-c1ccccc1)S(=O)(=O)c1ccccc1 | -4 | 0.3 | 2 | 36 | -8 | 0.5 | -0.8 | -2 | 5
COc1cccc(C(=O)NCC(c2cccnc2)N2CCN(c3ccccc3OC)CC2)c1 (configuration not stated) | -2 | 1.1 | -1 | -19 | -2 | 0.4 | -3.6 | nt | 4
Cc1cc(C(=O)CN2C(=O)C(=O)N(Cc3ccccc3)C2=O)c(C)n1CC1COc2ccccc2O1 (configuration not stated) | 6 | 1.6 | -2 | 21 | -2 | 0.5 | -1.0 | 1 | 9
NC(=O)N/N=C/c1c(F)c(F)c(F)c(F)c1F | -2 | 1.1 | 2 | -1 | 0 | 0.8 | 0.5 | 19 | 8
O=C(C1CCC(=O)N1Cc1ccccc1Cl)N1CCN(c2ccc(F)cc2)CC1 (configuration not stated) | 1 | 2.4 | 4 | -1 | -7 | 1.0 | -3.6 | 7 | 1
COC(=O)c1cc2ccsc2n1CC(=O)N(C)C1CCCCC1 | 1 | 0.4 | 0 | 28 | -4 | -1.3 | 0.6 | 7 | 5
CC(C)(C)OC(=O)N1CCC(c2cc(=O)n3[nH]cc(C(=O)Nc4ccc(F)c(Cl)c4)c3n2)CC1 | 5 | 0.1 | -4 | -6 | -7 | 2.1 | -0.1 | 16 | -3
